DDE Tn7 FP inh: DD(E)-Tn7 binding inhibition, primary FP screen; hit rate 0.13% among 370,000; P02675; AID 720508; inhibition, % at 8.3 µM; FP displacement of FITC-Tn7 peptide from fibrin DD(E); 0% = median of compound wells per plate;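 active = inhibition above the mean of compounds falling within the control limits plus 3 SD of them, cut at about 14% in these data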;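 note: 0% = plate median of compound wells and 100% = 10 µM Aha-Tn7 peptide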
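Assay system: Human fibrin DD(E) protein | Medium: Tris buffer with calcium and detergent, pH 7.8 | Reagent: 0.1 µM fluorescent Tn7 | Compound dosing: Single point at 8.3 µM | Times: 10 min preincubation, 3 h with tracer, room temperature | Detection: Fluorescence polarization of the labelled Tn7 tracer | Controls: Aha-Tn7 high control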
DDE Tn6 FP inh: DD(E)-Tn6 binding inhibition, primary FP screen. P02675. Fibrin DD(E) TRITC-Tn6 fluorescence polarization displacement. inhibition, % at 8.3 µM. hit rate 0.21% among 370,000. AID 720509;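 active = inhibition above a per-campaign cutoff: mean of compounds within control limits plus 3 SD, cut at about 15% in these data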;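 note: 0% = median of all compound wells on the plate and 100% = blocking peptide control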
PLC-beta3 inh: blocks human PLC-beta3 enzyme activity. Q01970. Purified PLC-beta3, fluorogenic substrate, fluorescence. inhibition, % at 12.2 µM. hit rate 0.18% among 370,000. AID 720704; in the data active = inhibition above about 11%;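 note: 0% = median of compound wells on plate and 100% = full blocker control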
ASAP1 inh: inhibitors of human ASAP1 ArfGAP activity; ASAP1-stimulated ARF1 GTP hydrolysis, GDP FP detection; inhibition, % at 16.5 µM; hit rate 0.19% among 360,000; AID 624377; in the data active = inhibition above about 25%;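 note: 0% = vehicle with enzyme and substrate and 100% = no enzyme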
ADAM10 inh: inhibits human ADAM10. O14672. recombinant ADAM10, EDANS/DABCYL FRET peptide cleavage, 3 h. hit rate 0.62% among 370,000. inhibition, % at 7 µM;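 active = inhibition above a per-campaign cutoff equal to the mean of compounds falling between control-based bounds plus 3 SD, cut at about 20% in these data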;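 note: 0% = DMSO wells while the 100% control is not disclosed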
ADAM17 inh: ADAM17 inhibition, QFRET primary screen; P78536; inhibition, % at 6.95 µM; hit rate 0.83% among 370,000; recombinant ADAM17, EDANS/DABCYL FRET peptide cleavage;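 active = inhibition above the mean of compounds lying between control limits plus 3 SD, set per campaign, cut at about 8.5% in these data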;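 note: 0% = DMSO-only wells as the low control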
Target sequence (P78536 215-824 limits assumed): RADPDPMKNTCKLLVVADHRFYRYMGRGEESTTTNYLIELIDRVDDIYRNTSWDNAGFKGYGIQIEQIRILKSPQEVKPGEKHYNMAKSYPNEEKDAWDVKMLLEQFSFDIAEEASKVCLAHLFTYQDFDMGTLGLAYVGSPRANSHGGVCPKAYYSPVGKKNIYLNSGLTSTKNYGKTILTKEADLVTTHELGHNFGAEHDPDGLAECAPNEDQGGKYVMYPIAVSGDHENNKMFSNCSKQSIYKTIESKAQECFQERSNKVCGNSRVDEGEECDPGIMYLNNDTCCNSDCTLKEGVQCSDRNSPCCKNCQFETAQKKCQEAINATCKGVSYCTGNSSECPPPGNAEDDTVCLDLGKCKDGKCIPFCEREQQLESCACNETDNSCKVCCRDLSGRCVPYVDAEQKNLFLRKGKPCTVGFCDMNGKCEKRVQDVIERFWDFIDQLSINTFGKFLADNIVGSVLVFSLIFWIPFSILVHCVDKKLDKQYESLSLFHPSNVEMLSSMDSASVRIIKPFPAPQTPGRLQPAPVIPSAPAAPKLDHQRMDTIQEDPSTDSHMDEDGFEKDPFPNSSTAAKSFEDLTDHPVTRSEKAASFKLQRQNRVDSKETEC
TDP2 inh: blocks human TDP2 phosphodiesterase activity; recombinant TDP2, T5PNP hydrolysis, p-nitrophenol absorbance 415 nm; inhibition, % at 12.8 µM; hit rate 0.34% among 370,000; O95551;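 active = inhibition above the mean of all tested compounds plus 3 SD, set per campaign, cut at about 25% in these data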;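 note: 0% = DMSO with enzyme and 100% = buffer with substrate but no TDP2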
Target sequence (O95551 whole entry, looked up): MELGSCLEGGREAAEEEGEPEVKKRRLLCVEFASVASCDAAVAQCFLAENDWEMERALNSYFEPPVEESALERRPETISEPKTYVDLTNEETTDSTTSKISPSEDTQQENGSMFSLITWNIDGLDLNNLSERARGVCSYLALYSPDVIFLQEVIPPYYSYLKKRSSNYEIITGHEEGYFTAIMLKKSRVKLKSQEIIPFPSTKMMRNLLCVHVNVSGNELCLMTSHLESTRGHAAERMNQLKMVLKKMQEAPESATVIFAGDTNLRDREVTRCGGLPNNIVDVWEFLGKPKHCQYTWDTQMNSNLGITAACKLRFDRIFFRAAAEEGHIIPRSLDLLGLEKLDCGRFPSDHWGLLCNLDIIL
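Evaluation: % inhibition relative to enzyme-containing and enzyme-free wells. Material: recombinant human TDP2. Benchmarks: enzyme-free and DMSO wells. Timing: enzyme reaction with compound for 2 h at 37 °C. Compound dosing: 12.8 µM only. Measured by: p-Nitrophenol epi absorbance. Reagent: T5PNP substrate at 5 mM, a TopII-DNA adduct mimic. Replication: single well per compound.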
SIAE primary: blocks human sialic acid acetylesterase | SIAE FP-Rh probe binding, fluorescence polarization | hit rate 0.69% among 370,000 | inhibition, % at 9.66 µM | AID 1053197;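 active = inhibition above a cutoff: mean of compounds within the control limits plus 3 SD of those, cut at about 17% in these data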;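 note: 0% = plate median of compound wells and 100% = probe without SIAE protein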
PLC-gamma1 inh: PLC-gamma1 (human) inhibition, primary screen. AID 720700. hit rate 0.84% among 370,000. inhibition, % at 12.2 µM. purified PLC-gamma1, fluorogenic substrate, fluorescence; in the data active = inhibition above about 9.5%
ARFGAP1 inhibitor: inhibits rat ARF GTPase activating protein 1; Arfgap1-stimulated ARF1 GTP hydrolysis, GDP FP detection; inhibition, % at 16.5 µM; hit rate 0.26% among 360,000; AID 651572;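 active = inhibition above a per-plate limit, mean inhibition of low control wells plus 3 SD, cut at about 25% in these data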;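 note: 0% = DMSO wells with enzyme and 100% = wells lacking Arfgap1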
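Replicates: Single well per compound | Assay system: Truncated rat Arfgap1 GAP domain | Control set: No-Arfgap1 wells (100%) versus DMSO full-reaction wells (0%) | Times: Enzyme reaction 120 min at 25 °C after 20 min preincubation | Reagent: Human ARF1(Δ1-17)-GTP substrate | Measured by: Tracer-displacement fluorescence polarization with EDTA stop, 620/688 nm | Measure: Percent inhibition of Arfgap1-stimulated GTP hydrolysis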
* marks the source's active call; other numbers are inactive results; i = inactive; . = no result given.

The first 2 records (preview)
DDE Tn7 FP inh	DDE Tn6 FP inh	PLC-beta3 inh	ASAP1 inh	ADAM10 inh	ADAM17 inh	TDP2 inh	SIAE primary	PLC-gamma1 inh	ARFGAP1 inhibitor	smiles
-3	2	-51	-8	-33	-11	-17	5	-33	-6	CCCCOC(=O)c1sc2nc(N3CCOCC3)c3c(c2c1N)CC(C)(C)OC3
-3	4	0	-9	2	1	-9	6	0	6	O=S(=O)(c1ccc(N2CCOCC2)nc1)N1CCOCC1

The whole of this part, previewed entries included:
DDE Tn7 FP inh	DDE Tn6 FP inh	PLC-beta3 inh	ASAP1 inh	ADAM10 inh	ADAM17 inh	TDP2 inh	SIAE primary	PLC-gamma1 inh	ARFGAP1 inhibitor	smiles
-3	2	-51	-8	-33	-11	-17	5	-33	-6	CCCCOC(=O)c1sc2nc(N3CCOCC3)c3c(c2c1N)CC(C)(C)OC3
-3	4	0	-9	2	1	-9	6	0	6	O=S(=O)(c1ccc(N2CCOCC2)nc1)N1CCOCC1
1	3	2	7	3	4	-3	10	5	1	O=P(OC1CCCCC1)(OC1CCCCC1)C(Nc1ccccc1)c1cccnc1 (stereo not drawn)
3	-1	0	-8	-6	1	-2	-4	2	4	O=C1NCCN1C(=O)c1ccccc1F
-1	2	3	9	0	-1	2	0	0	12	COC(=O)Cn1c(CN2CCN(c3ccccc3F)CC2)nc2c1c(=O)n(C)c(=O)n2C
-1	4	-3	13	0	2	-10	-2	1	0	Cc1cccc(NC(=O)C(C)SCc2ccccc2)c1 (stereo not drawn)
2	-4	0	11	-9	-4	-1	-4	-1	18	COc1ccc(S(=O)(=O)NCCc2csc(-c3cccnc3)n2)cc1
0	-1	0	3	-3	-3	-6	6	-1	-2	CCS(=O)(=O)N1Cc2cc(C(=O)NCCOC)nc(-c3cccc(-c4ccncc4)c3)c2[C@H]1CCO
0	-2	3	-18	8	-3	1	2	3	-1	O=C(c1ccccc1-c1nc(-c2ccccc2)no1)N1CCOCC1
4	-5	0	0	-2	-1	7	-1	1	2	O=C(Cc1coc2ccc3ccccc3c12)NC1CCCc2ccccc21 (stereo not drawn)
4	13	-74	-10	-15	-8	-2	2	-59	4	COC(=O)c1cccc(Nc2nc3ccccc3nc2C)c1
1	-11	2	1	5	2	-1	0	4	-7	COc1ccc(Cn2cc(CN3CC(N4CCCCC4)CS3(=O)=O)nn2)cc1 (stereo not drawn)
-4	-8	2	4	5	0	-3	5	-1	0	CCc1nnc(NC(=O)CSc2nnc(CSc3nc(C)cc(C)n3)o2)s1
-3	2	-5	6	3	1	-9	-6	-3	4	Cc1cc(=O)cc(C)n1-c1ccc(Cl)c(Cl)c1
3	-1	0	-10	4	1	-4	0	5	3	CCOC(=O)C1CCN(C(=O)c2ccc(CNS(=O)(=O)c3ccc(OC)cc3)cc2)CC1
-5	6	-1	2	4	0	8	3	3	-9	O=C(Nc1ccccc1)C(Cl)C(=O)c1ccccc1 (stereo not drawn)
0	3	-8	-3	-10	-7	5	-12	-2	4	Cc1ccc(C(=O)COC(=O)c2cc(=O)[nH]c3ccccc23)cc1C
4	2	1	10	-5	0	-6	-1	0	4	COc1ccc2c(CCNC(=O)CN3C(=O)c4ccccc4C3=O)c[nH]c2c1
3	1	-21	3	-16	-12	-8	-6	-6	-7	COc1ccccc1C(=O)CN1C(=O)NC2(CCc3ccccc32)C1=O (stereo not drawn)
-5	0	-14	19	20*	10*	-5	18*	-18	22	Cc1ccc(NS(=O)(=O)c2ccc(N3CCN(c4ccc(O)cc4)CC3)c([N+](=O)[O-])c2)c(C)c1
-5	2	-12	-1	-8	0	4	-1	0	-6	CCc1nnc(NC(=O)c2nc(S(=O)(=O)Cc3cccc(C)c3)ncc2Cl)s1
2	-5	i	-10	-248	-74	-1	-2	i	-3	Cc1nnc(NC(=O)c2cc(-c3ccco3)nc3ccccc23)s1
1	-2	-3	6	3	2	-11	-4	4	12	O=C(Nc1cccc(Br)c1)C1CC(=O)N(C2CCCC2)C1 (stereo not drawn)
-5	-1	-1	-1	2	0	-15	-7	4	9	O=C(CNc1cccc(F)c1)Nc1cccc(S(=O)(=O)N2CCCCC2)c1
-8	-6	2	-5	12	-3	-22	-7	2	2	O=C(O)COCC(=O)NCc1csc2ccc(Cl)cc12
-1	-1	1	-1	1	1	-3	0	3	20	Cc1ccc(-c2nc(SCC(=O)c3c(N)n(C)c(=O)n(C)c3=O)n[nH]2)cc1
-1	-4	0	4	10	3	10	13	-1	-7	COc1ccc(Nc2ccc(N3C(=O)CCCC3=O)cc2[N+](=O)[O-])cc1OC
8	3	2	0	21*	7	-4	1	3	8	C=CCC[C@H](CCCCC)OC(=O)/C=C/[C@@H](O)[C@H](O)C[C@@H](O)CC=C
3	-2	-23	-3	11	-2	15	-8	-13	11	COC(=O)c1ccc(C2/C(=C(\O)c3ccc4c(c3)OCCO4)C(=O)C(=O)N2c2nnc(C)s2)cc1 (stereo not drawn)
-3	8	1	-5	5	4	-9	1	2	2	Cc1ccc(N2C(=O)CC(Nc3ccccc3)C2=O)cc1 (stereo not drawn)
3	2	3	.	-1	1	-4	5	2	.	CCNC(=S)NNC(=O)c1cnccn1
9	0	-5	-9	0	-2	-10	1	-2	-5	CCOc1ccc(CCNC(=O)c2cnccn2)cc1OCC
1	5	2	-4	-2	-6	6	-5	2	-2	CSCC[C@H](NC(=O)[C@@H]1Cc2ccccc2CN1)C(=O)NC[C@H]1CC[C@H](C(=O)O)CC1
5	-6	-2	-3	-3	-2	0	-1	3	6	N/C(=N\OC(=O)c1ccncc1)c1cccc([N+](=O)[O-])c1
4	3	-12	13	-11	-4	-4	0	-9	-2	CCC(=O)NCCC(c1ccco1)c1ccccc1OC (stereo not drawn)
0	11	-4	-5	2	1	12	1	-1	2	CCCOC1CCCN(C(=O)c2cc(COc3ccc(-n4cncn4)cc3)on2)C1 (stereo not drawn)
4	6	2	.	5	-3	0	3	1	.	CCCC[C@H](C(=O)N(C)c1ccccc1)[C@@H](O)c1ccc(Cl)cc1
-1	-1	-20	-3	-12	-8	6	2	-10	-10	CN1C(=O)C(c2ccccc2[N+](=O)[O-])C(=O)c2ccccc21 (stereo not drawn)
-4	2	-2	11	-8	-3	7	0	1	-1	CCc1cc2c(NCc3ccco3)ncnc2s1
-1	-2	-1	7	-6	-1	6	-2	2	2	COc1cccc(OC)c1C(=O)NCC12CC3CC(C1)CC(CNC(=O)c1c(OC)cccc1OC)(C3)C2
-4	3	-1	11	-7	-1	4	3	1	-2	COc1ccccc1OCCNC(=O)c1ccc(S(=O)(=O)N(C)C)cc1
3	-1	-7	2	-5	-6	0	1	2	4	CC(=O)Nc1ccc(NC2CCCCC2NS(=O)(=O)c2ccccc2)cc1 (stereo not drawn)
7	-2	-4	-10	-2	-5	4	2	-1	5	O=C(NC1CC(=O)N(c2cccc(F)c2)C1)N1CCN(C(=O)c2ccco2)CC1 (stereo not drawn)
-1	0	4	8	1	0	-20	-12	9	4	CCN(CC)S(=O)(=O)c1ccc(Cl)c(NC(=O)CSc2cccc[n+]2[O-])c1
-2	-6	-6	4	-11	-6	7	-1	-2	-1	CCOc1ccccc1N1CC(C(=O)Nc2cccc(S(=O)(=O)N3CCCCC3)c2)CC1=O (stereo not drawn)
-4	1	1	5	3	1	4	-7	1	7	COc1ccccc1NC(=S)Nc1ccccn1
-7	0	4	6	-2	1	5	-4	4	-1	Cc1cccc(C)c1NC(=O)c1ccc(CN2CCc3ccccc3C2)cc1
0	1	1	-12	2	0	-1	-2	2	-1	O=C(NC1CC2CCCC(C1)N2C(=S)Nc1ccc(Cl)cc1)C1CC1 (stereo not drawn)
6	-2	-1	-3	-4	-1	2	4	1	5	CC12CCCCC1N(O)C(=O)C(=O)N2O (stereo not drawn)
1	3	-2	6	-13	-2	-4	-9	-2	-1	CC1=C(C(=O)N(C)C)C(c2ccc(C)s2)NC(=S)N1 (stereo not drawn)
-4	5	-4	-4	1	0	4	4	4	1	Cc1ccc(NC2CCCN(C(=O)CN3C(=O)c4ccccc4C3=O)C2)cc1C (stereo not drawn)
2	0	-1	-3	8	2	-12	-4	4	6	CCOC(=O)c1ccc(NS(=O)(=O)c2ccc3c(c2)oc(=O)n3C)cc1
5	0	-5	-8	-2	-5	10	0	1	-6	O=C(Cc1cccc2ccccc12)N/N=C/c1ccncc1
-6	-11	-1	-12	2	3	-11	5	2	0	Cc1oc(-c2ccccc2)nc1C(=O)OCC(=O)NCc1ccc(F)cc1
0	4	4	6	12	-3	-19	3	7	-3	Cc1cc(NC(=O)CN2CCOCC2)n(-c2ccccc2)n1
-3	2	1	7	1	2	-23	-9	8	11	NC(=O)C(=O)N/N=C/c1cccc(C(F)(F)F)c1

Source: PubChem
